Assay outcomes as filed in PubChem BioAssay.
EWS-Fli block: EWS/Fli-driven NR0B1 reporter inhibitors, primary screen, A673 cells, NR0B1 luciferase, luminescence, MLPCN library; hit rate 0.67% among 350,000; viability-normalised; inhibition, % at 12.6 µM;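 active = mean inhibition of at least 50% after viability correction, with every replicate also passing that limit; inconclusive = mean reaches 50% but only one of two replicates passes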;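 also: firefly luciferase signal divided by Alamar Blue viability fluorescence both relative to DMSO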
INS-1E GSIS act: GLuc luminescence reporter in INS-1E cells, primary screen for activators of glucose-dependent secretion of insulin | AID 743287, 2014 | activation, % at 16.6 µM | INS-1E GLuc reporter insulin secretion, 2-3 h | hit rate 0.61% among 370,000;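 active = lowest replicate activation of at least 40%, so every replicate reaches that level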;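 also: 0% = median of neutral control wells and 100% = median of IBMX positive control wells; some compounds called inactive have numbers as strong as hits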
CFTR F508del cor: F508del CFTR correction, initial screen, CFBE line, single point | CFBE cells, YFP halide quenching; stimulated with forskolin plus potentiator P3; % fluorescence drop versus neutral controls | activity (quench increase), % at 7.58 µM | hit rate 0.36% among 350,000 | AID 720511, 2013;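 active = mean added fluorescence quench of at least 8% versus neutral control, with both replicates also reaching 8%; inconclusive = only one of the mean or replicate conditions met; inactive = mean below 8% and not both replicates reaching 8%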;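 also: cells transiently co-express mutant CFTR-F508del with the halide-sensitive YFP; corrector assay measuring rescue of mutant channel to the surface after 24 h compound exposure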
DENV2 CPE rescue: inhibitors of DENV2 cytopathic effect, primary screen, cell-based, plate reader, single concentration; CPE inhibition, % at 9.99 µM; hit rate 1.7% among 350,000; DENV2-infected cells, cytopathic effect rescue; in the data active = CPE inhibition above about 20%, passing the limit was not always enough; inconclusive = no clear call, values can overlap the other calls; tested in BHK-21 cells;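 also: 0% = median of neutral control wells and 100% = median of positive control wells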
miR-122 sensor: miR-122 Renilla sensor signal increase in Huh7, primary screen, miR-122 inhibitor project, cell-based, single point, plate reader; hit rate 0.3% among 340,000; activation (reporter increase), % at 12.5 µM; AID 602342, 2012; Huh7 miR-122 Renilla luciferase sensor, 48 h; neutral wells = 0, positive control = 100;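 active = mean replicate activation score at least 90 and every replicate individually at or above 90; inconclusive = only one of the two criteria met; inactive = neither criterion met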;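 also: higher luciferase means less miR-122 activity so hits act as miR-122 inhibitors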
PAX8 reporter: inhibitors of PAX8-driven TPO luciferase reporter, primary screen, RMG-I cells, single concentration | SteadyGlo, 24 h | inhibition, % at 12.6 µM | hit rate 1.2% among 360,000;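 active = mean replicate inhibition at least 60% with every replicate also reaching 60%; inconclusive = only one of the two criteria is met; inactive = mean below 60% and not all replicates reaching 60%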;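 also: luciferase light reporting Pax8 driven TPO promoter activity; plate controls were median of neutral control wells for no effect and mitoxantrone controls for full effect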
FN deposit inh: inhibitors of fibronectin matrix deposition, primary screen, AH1F cells, Alexa488-fibronectin fluorescence, plate reader; hit rate 0.086% among 350,000; AH1F fibroblasts, overnight; inhibition, % at 12.6 µM;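 active = mean inhibition across replicates of 30% or more, regardless of how many single replicates reach that level; inconclusive = mean under 30% yet at least half of replicates reach 30%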;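 also: positive control wells lacked labelled fibronectin entirely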
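Measured by – fluorescence 485/525 nm · System – AH1F fibroblast monolayer, labelled fibronectin deposition · Amount – 10000 cells per well · Buffer or medium – serum-reduced DMEM (2% serum) · Doses – single dose, pinned · Also added – fluorescent fibronectin at 24 nM final · Schedule – 1 h cell attachment, overnight exposure to compound and label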
* = called active by the depositor; [ ] = another dose, or the depositor's remark. Hits appear at their usual frequency, and some 3.9% of all compounds hit somewhere here.

What do the screens show for `O=[N+]([O-])c1ccc(Sc2nc3ccccc3[nH]2)c(Cl)c1`?
EWS-Fli block: 4; INS-1E GSIS act: 5; CFTR F508del cor: -0.7; DENV2 CPE rescue: 7; PAX8 reporter: 11; FN deposit inh: -1

Results for O=C(Cc1cccs1)Nc1nncs1 ?
miR-122 sensor: 3; PAX8 reporter: -15; FN deposit inh: -2

Results for C#CCn1cc(CNC[C@H]2O[C@@H](n3cnc4c(=O)[nH]c(N)nc43)[C@H](O)[C@@H]2O)c2ccccc21 ?
EWS-Fli block: 5; CFTR F508del cor: 1.6; DENV2 CPE rescue: -4; miR-122 sensor: -3; PAX8 reporter: -4; FN deposit inh: 3

What do the screens show for `Cc1noc(C)c1S(=O)(=O)N(C)C[C@H]1OCCCC[C@H](C)Oc2ccc(NC(=O)c3ccccc3)cc2C(=O)N([C@H](C)CO)C[C@H]1C`?
EWS-Fli block: 2; INS-1E GSIS act: -14; CFTR F508del cor: 1.3; DENV2 CPE rescue: -1; miR-122 sensor: 6[16.7 µM]; PAX8 reporter: -15

Results for Cc1ccc(NC(=O)COc2ccccc2)cc1S(=O)(=O)N1CCCCC1 ?
EWS-Fli block: 0; INS-1E GSIS act: -25; CFTR F508del cor: 1.2; DENV2 CPE rescue: -1; miR-122 sensor: -17; PAX8 reporter: -4; FN deposit inh: 7

How did CCOC(=O)c1c(-c2ccc(-c3ccccc3)cc2)csc1NC(=O)c1cccc(N2C(=O)CCC2=O)c1 do in these assays?
INS-1E GSIS act: 9; PAX8 reporter: -5; FN deposit inh: 1

How did CNc1ccc(/C=C2\CSc3ccccc3C2=O)cc1[N+](=O)[O-] do in these assays?
EWS-Fli block: -13; INS-1E GSIS act: 6; CFTR F508del cor: 1.1; DENV2 CPE rescue: -8; miR-122 sensor: 5; PAX8 reporter: 4; FN deposit inh: 1

What do the screens show for `CN(C)C(=O)c1ccc(NC(=O)CSc2nnc(-c3cccs3)n2N)cc1`?
EWS-Fli block: -5; INS-1E GSIS act: 24; CFTR F508del cor: -4.1; DENV2 CPE rescue: -1; miR-122 sensor: -8; PAX8 reporter: 2; FN deposit inh: 2

Results for C[C@@H]1CN([C@@H](C)CO)C(=O)c2cc(NS(=O)(=O)c3cccs3)ccc2O[C@@H]1CN(C)Cc1ccc(C(F)(F)F)cc1 ?
EWS-Fli block: 4; INS-1E GSIS act: -8; CFTR F508del cor: 1.6; DENV2 CPE rescue: -9; miR-122 sensor: 6[16.7 µM]; PAX8 reporter: 22

What do the screens show for `Brc1cc(Br)c(Oc2cc(Br)c(Br)cc2Br)cc1Br`?
EWS-Fli block: -2; INS-1E GSIS act: -1; CFTR F508del cor: 1.6; DENV2 CPE rescue: -13; miR-122 sensor: 4

What do the screens show for `O=C(C[C@H]1C[C@@H]2c3cc(NC(=O)Nc4ccccc4)ccc3O[C@@H]2[C@@H](CO)O1)NC1CCCCC1`?
EWS-Fli block: 11; INS-1E GSIS act: -16; CFTR F508del cor: -2.4; DENV2 CPE rescue: 11; miR-122 sensor: 3[16.7 µM]; PAX8 reporter: 4; FN deposit inh: -16

How did COC(=O)C(CCCN1C(=O)c2ccccc2C1=O)(NC(C)=O)c1nn[nH]n1 (configuration not stated) do in these assays?
EWS-Fli block: 1; INS-1E GSIS act: 0; CFTR F508del cor: -0.2; PAX8 reporter: 1; FN deposit inh: 0

Results for COC(=O)CNC(=O)c1cn(CC(C)C)c(=O)c2cc(OC)c(OC)cc12 ?
miR-122 sensor: 0; PAX8 reporter: 8; FN deposit inh: -9

Results for CN(C(=O)CN1C(=O)C2C3CC(C(Br)C3Br)C2C1=O)C1CCCCC1 (configuration not stated) ?
EWS-Fli block: 7; INS-1E GSIS act: -11; CFTR F508del cor: -1.8; DENV2 CPE rescue: -1; PAX8 reporter: 10; FN deposit inh: -7

Results for CCOc1ccc(OCCCCn2ccnc2)cc1 ?
EWS-Fli block: -1; INS-1E GSIS act: 14; CFTR F508del cor: 0.3; DENV2 CPE rescue: 7; PAX8 reporter: -18; FN deposit inh: 6

Next part, overlapping the part above by two compounds.
Results for CN(C(=O)CN1C(=O)C2C3CC(C(Br)C3Br)C2C1=O)C1CCCCC1 (configuration not stated) ?
EWS-Fli block: 7; INS-1E GSIS act: -11; CFTR F508del cor: -1.8; DENV2 CPE rescue: -1; PAX8 reporter: 10; FN deposit inh: -7

Results for CCOc1ccc(OCCCCn2ccnc2)cc1 ?
EWS-Fli block: -1; INS-1E GSIS act: 14; CFTR F508del cor: 0.3; DENV2 CPE rescue: 7; PAX8 reporter: -18; FN deposit inh: 6

How did CC(=O)Nc1cc(-c2ccc(N)nc2)cn2c(-c3cccc(C(F)(F)F)c3)cnc12 do in these assays?
EWS-Fli block: 16; INS-1E GSIS act: 0; CFTR F508del cor: -2.8; DENV2 CPE rescue: -9; miR-122 sensor: 0; PAX8 reporter: 8; FN deposit inh: -2

How did CC(=O)N1N=C(c2ccc(C)o2)CC1c1ccc(Br)cc1 (configuration not stated) do in these assays?
INS-1E GSIS act: -3; miR-122 sensor: 11; FN deposit inh: -1

How did COc1ccccc1NC(=O)c1ccc(NS(=O)(=O)c2cccc3cccnc23)cc1 do in these assays?
EWS-Fli block: -20; INS-1E GSIS act: -2; CFTR F508del cor: -1.2; DENV2 CPE rescue: -8; miR-122 sensor: 42; PAX8 reporter: -11; FN deposit inh: 15

Results for CO[C@H]1CN(C)C(=O)c2cc(NC(C)=O)ccc2OC[C@@H](C)N(Cc2ccccn2)C[C@@H]1C ?
EWS-Fli block: -1; INS-1E GSIS act: -3; CFTR F508del cor: 3.4; DENV2 CPE rescue: 13; miR-122 sensor: -3[16.7 µM]; FN deposit inh: -4

What do the screens show for `Cc1ccc(C)c(OCC(=O)NNC(=O)c2ccc(NC(=O)C3CC3)cc2)c1`?
EWS-Fli block: 6; INS-1E GSIS act: -8; CFTR F508del cor: 4.0; DENV2 CPE rescue: 5; PAX8 reporter: 0

What do the screens show for `O=C(NCc1ccccc1)c1ccc(-c2ccccc2C(F)(F)F)o1`?
EWS-Fli block: -9; INS-1E GSIS act: -2; CFTR F508del cor: -1.7; DENV2 CPE rescue: 0; PAX8 reporter: -35; FN deposit inh: 3

How did CCCCCOc1ccc(C(=O)CCC(=O)N2CCCC2)cc1 do in these assays?
EWS-Fli block: 6; INS-1E GSIS act: -19; CFTR F508del cor: -1.5; DENV2 CPE rescue: inconclusive; miR-122 sensor: 1; PAX8 reporter: -14; FN deposit inh: -1

Results for Cc1noc(C)c1NC(=O)Nc1cccc2c1O[C@@H](CN(C)S(=O)(=O)c1ccc(Cl)cc1)[C@H](C)CN([C@@H](C)CO)C2=O ?
EWS-Fli block: -9; INS-1E GSIS act: -14; CFTR F508del cor: 3.7; DENV2 CPE rescue: 7; miR-122 sensor: 1[16.7 µM]; PAX8 reporter: -12

How did C[C@@H]1CN([C@H](C)CO)S(=O)(=O)c2ccc(-c3ccccc3)cc2O[C@H]1CN(C)C(=O)C1CCCCC1 do in these assays?
EWS-Fli block: 16; INS-1E GSIS act: -45; CFTR F508del cor: -0.9; DENV2 CPE rescue: -12; miR-122 sensor: inconclusive

Results for COc1cccc(C(C(=O)NCc2ccccc2)N2CCN(c3ccccc3F)CC2)c1OC (configuration not stated) ?
EWS-Fli block: -2; INS-1E GSIS act: 0; CFTR F508del cor: -0.1; DENV2 CPE rescue: 4; PAX8 reporter: 4; FN deposit inh: -12

How did O=C(C[C@@H]1C=C[C@H](NC(=O)Nc2ccc(F)cc2)[C@H](CO)O1)NCCN1CCCC1 do in these assays?
EWS-Fli block: -2; INS-1E GSIS act: 4; CFTR F508del cor: -0.3; DENV2 CPE rescue: -2; miR-122 sensor: 1[16.7 µM]; PAX8 reporter: 0; FN deposit inh: -4

Results for COc1ccc(NC(=O)CCS(=O)(=O)c2cccc3nonc23)c(OC)c1 ?
miR-122 sensor: 8; PAX8 reporter: 1; FN deposit inh: -6

Results for Cc1ccc(S(=O)(=O)CCC(=O)OCC(=O)NCCc2ccccc2)cc1 ?
EWS-Fli block: 4; INS-1E GSIS act: 15; CFTR F508del cor: 3.2; DENV2 CPE rescue: 3; miR-122 sensor: 5; PAX8 reporter: -6; FN deposit inh: -2

Results for Oc1ccc(C[C@H]2CNCCN2CC2CCCCC2)cc1 ?
EWS-Fli block: 3; INS-1E GSIS act: 5; CFTR F508del cor: 1.0; DENV2 CPE rescue: 8; miR-122 sensor: 19; PAX8 reporter: -1; FN deposit inh: -5

How did COc1ccc(-n2c(Cc3cccn3C)nnc2SCC(=O)Nc2ccc(F)cc2F)cc1 do in these assays?
EWS-Fli block: -3; INS-1E GSIS act: -5; CFTR F508del cor: 3.2; DENV2 CPE rescue: 0; miR-122 sensor: 0; PAX8 reporter: 10; FN deposit inh: -7

What do the screens show for `COc1ccccc1C(=O)Nc1ccc2c(c1)OCO2`?
INS-1E GSIS act: 0; miR-122 sensor: 11; FN deposit inh: -3

How did N#CCC(=O)Nc1ccc(C(F)(F)F)cc1N1CCOCC1 do in these assays?
EWS-Fli block: 1; INS-1E GSIS act: -9; CFTR F508del cor: 0.1; DENV2 CPE rescue: -3; miR-122 sensor: -11; PAX8 reporter: 8; FN deposit inh: -1

Results for OCCNc1ncnc2c1c(-c1ccccc1)c(-c1ccccc1)n2Cc1ccco1 ?
miR-122 sensor: -7; PAX8 reporter: 13; FN deposit inh: -1

Results for CN(C)S(=O)(=O)c1cccc(NC(=O)Cc2ccsc2)c1 ?
EWS-Fli block: 4; INS-1E GSIS act: -6; CFTR F508del cor: 2.0; DENV2 CPE rescue: -3; miR-122 sensor: 3; PAX8 reporter: 5; FN deposit inh: -1

What do the screens show for `COc1ccc(N2C(=O)CCC(C(=O)NCc3cccnc3)C2c2ccc(OC)c(OC)c2)cc1` (configuration not stated)?
miR-122 sensor: -7; PAX8 reporter: 5; FN deposit inh: 2

How did Cc1cc(Cl)ccc1OCC(=O)NNC(=O)c1cccs1 do in these assays?
EWS-Fli block: -14; INS-1E GSIS act: 2; CFTR F508del cor: -0.4; DENV2 CPE rescue: 0; miR-122 sensor: -3; PAX8 reporter: -53; FN deposit inh: -23

How did CNC(=O)c1nnsc1S(=O)(=O)c1ccc(Cl)cc1 do in these assays?
EWS-Fli block: 58*; INS-1E GSIS act: 35; CFTR F508del cor: -6.4; DENV2 CPE rescue: 15; miR-122 sensor: -31; PAX8 reporter: 107*

What do the screens show for `C=CCn1c(SC(F)F)nc2scc(-c3ccco3)c2c1=O`?
EWS-Fli block: 13; INS-1E GSIS act: 5; CFTR F508del cor: 1.6; DENV2 CPE rescue: 8; miR-122 sensor: 84; PAX8 reporter: 82*; FN deposit inh: 37*

Results for CCOC(=O)c1ccc(CSc2n[nH]c(C)n2)o1 ?
miR-122 sensor: 3; PAX8 reporter: -15; FN deposit inh: 1

How did O=S(=O)(N[C@H]1CC[C@@H](CCn2cc(C3(O)CCCC3)nn2)O[C@@H]1CO)c1ccc(Cl)cc1 do in these assays?
EWS-Fli block: 2; INS-1E GSIS act: 16; CFTR F508del cor: 1.0; DENV2 CPE rescue: -2; miR-122 sensor: -7[16.7 µM]; PAX8 reporter: 18

How did Nc1ccc2cccc(O)c2c1 do in these assays?
EWS-Fli block: -6; INS-1E GSIS act: 9; CFTR F508del cor: -0.4; DENV2 CPE rescue: -3; miR-122 sensor: 0; PAX8 reporter: -31; FN deposit inh: 0
